BCR signal inh = qHTS Assay to Find Inhibitors of Chronic Active B-Cell Receptor Signaling; ABC-DLBCL IkBa-CBG/CBR reporter, luminescence ratio, 4 h; Potency, µM (top dose mostly 46.1 µM), for the others: top-dose ratio change, negative = lower green/red ratio, most hits filed as inhibitors; actives 0.05% (n = 340,000); AID 493014, 2011; active = well fitted inhibition curve with a large enough effect in the signal ratio, with a control signal flat, not every such curve was filed as active; inconclusive = small, poorly fitted or top-dose-only effect, or effect the other way, or a change in a side signal; the % refers to the signal ratio;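 also: potency is read from the fitted curve at half-maximal effect; plate controls were basal doxycycline-induced cells for no effect and cells given 10 µM MG132 for full effect; MG132 reads +100%, hits lower the ratio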
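Cell line TMD8 (human ABC DLBCL), stably expressing tet-inducible CBG68-IkBa fusion and CBR; IMDM/0.5% FBS; cpd up to 46 uM; dox induction, 4 h, 37C/5% CO2; dual luminescence; green/red ratio; MG132 control.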
uPA generation = qHTS for Inhibitors of Cell Surface uPA Generation; cell surface uPA generation assay, qHTS; Potency, µM (series often up to 38.3 µM), for inactives: at the highest dose activity change, negative = inhibition, actives largely listed as inhibitors; actives 0.31% (n = 330,000); active = well fitted inhibition curve with a large enough effect; inconclusive = small, poorly fitted or top-dose-only effect; inactive = no such curve, though single readings can be large or run the other way; tested in mouse RAW 264.7 cells; also: potency is read from the fitted curve at half-maximal effect; % is scaled to controls: 0 for no effect and ±100 for the full control effect; nearly all actives have a fitted effect of over 55% in size
USP2a block = qHTS Assay for Inhibitors of Ubiquitin-specific Protease USP2a Using CHOP2 as the Reporter; USP2 core, Ub-CHOP2 coupled fluorogenic reporter, 485/531; actives 0.01% (n = 330,000); Potency, µM (series often up to 38.3 µM), for inactives: at the highest dose activity change, negative = inhibition, usual class: inhibitors; Ubiquitin carboxyl-terminal hydrolase 2 (Homo sapiens), O75604;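 also: potency is read from the fitted curve at half-maximal effect; plate controls were DMSO wells for no effect and full inhibition by NEM control for full effect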
Target sequence (O75604 whole entry, looked up): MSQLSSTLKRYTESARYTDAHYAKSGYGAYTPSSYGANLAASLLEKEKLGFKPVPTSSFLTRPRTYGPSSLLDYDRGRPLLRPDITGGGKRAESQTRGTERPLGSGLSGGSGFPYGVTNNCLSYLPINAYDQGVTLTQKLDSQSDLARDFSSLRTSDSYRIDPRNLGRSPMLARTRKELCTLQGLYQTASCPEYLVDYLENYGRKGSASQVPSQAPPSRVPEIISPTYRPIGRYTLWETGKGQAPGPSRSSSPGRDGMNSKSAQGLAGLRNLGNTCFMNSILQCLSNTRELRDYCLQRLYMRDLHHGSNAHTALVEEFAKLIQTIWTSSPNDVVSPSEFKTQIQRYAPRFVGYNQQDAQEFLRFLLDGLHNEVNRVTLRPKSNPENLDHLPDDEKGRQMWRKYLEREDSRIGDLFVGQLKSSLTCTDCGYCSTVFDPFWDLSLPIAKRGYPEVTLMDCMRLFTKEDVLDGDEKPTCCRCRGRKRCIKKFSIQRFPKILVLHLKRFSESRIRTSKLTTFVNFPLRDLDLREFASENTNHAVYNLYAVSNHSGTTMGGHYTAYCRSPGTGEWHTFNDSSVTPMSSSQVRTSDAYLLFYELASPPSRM
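Cell-free coupled assay: 10nM USP2 core preincubated 30min RT with compound in Tris-HCl pH 8.0/CaCl2/CHAPS buffer, then 25nM Ub-CHOP2 and 25nM reporter substrate; fluorescence (Ex 485/Em 531) read after 60min RT, normalized to NEM inhibition, concentration-response curves fitted.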
Eya2 inh = qHTS Assay for Inhibitors of the Phosphatase Activity of Eya2; Potency, µM (series often up to 76.9 µM), inactives show at the highest dose activity, negative = inhibition, usual class: inhibitors; actives 0.006% (n = 330,000); AID 488837, 2010; recombinant Eya2, OMFP fluorescence dephosphorylation (OMFP is methylfluorescein phosphate); Protein phosphatase EYA2 (Homo sapiens), O00167; also: potency is read from the fitted curve at half-maximal effect; % is scaled to controls: 0 for no effect and ±100 for the full control effect
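Eya2 (0.2 uM) preincubated 10 min at ambient with compound, then OMFP substrate added at 50 uM; 10 min reaction in 50 mM HEPES pH 7.5, 50 mM NaCl, 5 uM MgCl2, 0.05% BSA, 1 mM DTT. Fluorescence read at Ex 485/Em 525 nm.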
B2AR arrestin = qHTS assay of beta-arrestin-biased ligands of beta2-adrenergic receptor; Beta-2 adrenergic receptor (Homo sapiens), P07550; beta-arrestin recruitment to beta2AR, cell-based reporter; Potency, µM (series often up to 46.1 µM), inactives show at the top dose activation, usual class: activators; actives 0.02% (n = 330,000);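 also: potency is read from the fitted curve at half-maximal effect; 0% = DMSO controls and full agonism = EC100 isoproterenol or metaproterenol; nearly all actives have a fitted effect of over 65% in size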
Tb PFK block = qHTS Assay to Find Inhibitors of T. brucei phosphofructokinase; Potency, µM (doses to about 57.5 µM), inactives show at the top dose activity, negative = inhibition, most hits filed as inhibitors; T. brucei PFK, ADP-Glo luminescence; actives 0.17% (n = 330,000); ATP-dependent 6-phosphofructokinase (Trypanosoma brucei brucei), O15648; AID 485367, 2010;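 also: potency is read from the fitted curve at half-maximal effect; 0% = uninhibited 1x PFK enzyme wells and -100% = no-enzyme wells; nearly all actives have a fitted effect of over 60% in size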
Target sequence (O15648 whole entry, looked up): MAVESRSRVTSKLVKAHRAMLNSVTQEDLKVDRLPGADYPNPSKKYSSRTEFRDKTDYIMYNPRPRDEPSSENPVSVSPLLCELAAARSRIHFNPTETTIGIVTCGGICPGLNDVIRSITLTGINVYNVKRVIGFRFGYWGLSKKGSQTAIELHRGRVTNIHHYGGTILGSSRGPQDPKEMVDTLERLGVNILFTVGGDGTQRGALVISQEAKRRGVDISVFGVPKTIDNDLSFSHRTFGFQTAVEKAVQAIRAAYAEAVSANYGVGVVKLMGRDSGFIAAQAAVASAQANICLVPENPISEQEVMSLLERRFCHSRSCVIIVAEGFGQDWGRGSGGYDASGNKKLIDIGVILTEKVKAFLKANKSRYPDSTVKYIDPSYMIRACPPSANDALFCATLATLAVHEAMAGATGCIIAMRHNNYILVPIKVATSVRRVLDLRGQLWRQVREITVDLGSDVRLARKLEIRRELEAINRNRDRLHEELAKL
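PFK 1.25 nM, F6P 0.5 mM, ATP 0.1 mM, 0.1 M TEA pH 8.0, 5 mM MgCl2, 0.01% Tween20, 0.1% BSA; 45 min RT. ADP-Glo readout. qHTS titration up to 57 uM; curves fitted, compounds curve-classed.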
TCR act = Activators of T cell receptors: qHTS campaign; primary human leukocytes, anti-CD3, IL-2 HTRF, 48 h; Potency, µM (top dose mostly 9.22 µM), for inactives: at the highest dose activation of IL-2 secretion, actives largely listed as activators; 330,000 tested, under 10 active; also: % of control where 0% means no effect
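1) Mix primary human leukocytes, a-CD3 beads and compound. 2) Incubate 48 hr. 3) Add HTRF IL-2 reagents (a-IL-2-K, a-IL-2-d2).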
ELG1 repair inh = qHTS screen for small molecules that inhibit ELG1-dependent DNA repair in human embryonic kidney (HEK293T) cells expressing luciferase-tagged ELG1 | Potency, µM (highest dose often 46.1 µM), for inactives: top-dose activity change, negative = inhibition, actives largely listed as inhibitors | AID 504467, 2011 | actives 2.3% (n = 330,000) | HEK293T ELG1-luciferase reporter, luminescence, 16 h; DNA damage induced by 5-fluorouridine; also: potency is read from the fitted curve at half-maximal effect; % is scaled to controls: 0 for no effect and ±100 for the full control effect; nearly all actives have a fitted effect of over 55% in size
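HEK293T cells expressing luciferase-tagged ELG1 (2,000/well) received 5-Fluorouridine plus compound or DMSO for 16 hr at 37 °C. Luciferase was read by ONE-Glo luminescence after 30 min at room temperature.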
TSG101-PTAP inh = qHTS Assay for Iinhibitors of HIV-1 Budding by Blocking the Interaction of PTAP/TSG101. AID 493005, 2010. Potency, µM (highest dose often 115 µM), without a hit: top-dose activity change, negative = inhibition, hits mostly inhibitors. Fluorescence polarization, FITC-PTAP peptide / Tsg101 binding. 340,000 tested, under 10 active; active = well fitted inhibition curve with a large enough effect in the main read-out, with a control signal flat, not every such curve was filed as active; inconclusive = small, poorly fitted or top-dose-only effect, or effect the other way, or a change in a side signal; inactive = no such curve, though single readings can be large or run the other way; also: potency is read from the fitted curve at half-maximal effect; % of control where 0% means no effect
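FP read-out: FITC-PTAP peptide, 50 nM final, binding Tsg101 binding domain, 10 uM final; 20 min, r.t.; 10 mM HEPES pH 7.5, 0.15 M NaCl, 0.01% Tween 20, 3 mM EDTA, 0.1 mM TCEP.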
Mito fusion yeast = qHTS Assay for Small Molecule Inhibitors of Mitochondrial Division or Activators of Mitochondrial Fusion | Potency, µM (doses to about 46.1 µM), inactives show at the highest dose growth rescue (activation), most hits filed as activators | AID 485298, 2010 | actives 0.23% (n = 320,000) | S. cerevisiae fusion-defective mutant growth rescue, CellTiterGlo 48 h;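 also: potency is read from the fitted curve at half-maximal effect; % of control where 0% means no effect; nearly all actives have a fitted effect of over 45% in size; temperature-sensitive fusion mutants such as fzo1-1 at 37 °C on non-fermentable ethanol glycerol medium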
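Growth-rescue viability read-out: after 48 h at the non-permissive 37C in glycerol/ethanol YPEG, yeast mitochondrial fusion mutants are measured by CellTiterGlo luminescence; compounds (23 nl pinned per well) restoring growth score as division inhibitors or fusion activators.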
TSHR antagonist = Antagonists of the Thyroid Stimulating Hormone Receptor: HTS campaign. activity change, negative = inhibition, % at 11.5 µM. actives 0.2% (n = 330,000). TSHR-expressing cells, TSH-stimulated cAMP HTRF, 2 h; hits give low values;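 active = activity change below a set negative limit, meaning inhibition stronger than a set level, cut at about -70% in these data; inconclusive = activity change between two set negative limits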; also: % is scaled to controls: 0 for no effect and ±100 for the full control effect
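TSHR-expressing cells, 200/well, pre-treated with compound, then stimulated with EC80 TSH (4nM final) for 2 hours at 37 deg C. cAMP measured by competitive HTRF: anti-cAMP cryptate antibody in lysis buffer plus cAMP-d2, read after 30 minutes at room temperature.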
* marks the source's active call; other numbers are inactive results; ? = inconclusive; nt = no result given; [ ] = another dose, or the depositor's remark. Unless noted, calls follow the shape of the dose curve; as a rule, active = well fitted curve in the direction sought with a large enough effect; inconclusive = small, poorly fitted or top-dose-only effect, or another doubt; inactive = no such curve, though single readings can be large; an effect the other way counts as inactive or inconclusive.

SMILES	BCR signal inh	uPA generation	USP2a block	Eya2 inh	B2AR arrestin	Tb PFK block	TCR act	ELG1 repair inh	TSG101-PTAP inh	Mito fusion yeast	TSHR antagonist
Cc1ccccc1NC(=O)CNc1ccccc1C(=O)NCc1ccco1	?	-1%	6%	18%	3.4%	4%	-3%	-10%	0%	-5%	-3
CC(CNS(=O)(=O)c1ccccc1)(c1ccccc1)N1CCCCC1 (stereo unspecified)	5%	3%	2%	-18%	-0.6%	-4%	-17%	-13%	-1%	1%	0
COc1ccc2cc3c(N)c(C(=O)N4CCCC4)sc3nc2c1	?	-11%	4%	14%	-0.2%	23%	-1%	?	-4%	13%	-16
Cc1ccc(OCc2cc(C(=O)N(C)CCc3ccccn3)no2)cn1	4%	?	3%	-10%	0.3%	0%	5%	2%	-4%	-10%	-17
CNC(=O)C1C2C=CC3(O2)C1C(=O)N(CCOC)C3C(=O)NCc1ccc(OC)cc1 (stereo unspecified)	3%	-2%	-2%	20%	0.1%	-12%	0%	3%	-1%	0%	1
CCOC(=O)c1ccc(NC(=S)N(CCN2CCCCCC2)Cc2ccco2)cc1	?	0%	-3%	5%	0.1%	-4%	5%	0%	-9%	1%	13
CCCn1cc2c(c1-c1cccc(C)c1)c(=O)n(C)c(=O)n2C	-2%	-2%	1%	-7%	-0.3%	22%	-3%	5%	0%	2%	3
O=C(Nc1nc(-c2ccccc2)cs1)c1ccccc1F	-1%	11%	0%	-9%	0.2%	2%	0%	?	-8%	5%	-2
O=C(O)Cc1c(O)ccc2ccccc12	-4%	7%	5%	27%	-0.2%	4%	0%	-4%	-9%	-2%	9
COc1ccc(S(=O)(=O)N2CCN(C)CC2c2ccccc2)cc1 (stereo unspecified)	6%	4%	1%	-2%	0.3%	1%	6%	11%	-7%	-2%	4
CC(=O)Nc1nc(N(C)C)nc(N(C)C)n1	-14%	0%	0%	0%	-0.9%	5%	-11%	?	-4%	3%	-48
COc1ccc(/C=N/NC(=O)c2ccoc2C)cc1CN1CCN(c2ccc(F)cc2)CC1	?	1%	-5%	-6%	-0.8%	-20%	1%	2.6µM*	1%	18%	3
CCc1cc(=O)oc2c(C)c(O)c(CN(C)C)cc12	0%	5%	1%	-8%	-0.7%	4%	-17%	-22%	-4%	-3%	-2
COc1cn(-c2ccccc2)nc1C(=O)Nc1ccc(C)cc1Cl	7%	2%	0%	-6%	0.3%	1%	-7%	-9%	-3%	17%	6
O=C(c1ccc(NC2=NC3CS(=O)(=O)CC3S2)cc1)N1CCN(c2ccc(F)cc2)CC1 (stereo unspecified)	-9%	-5%	-1%	3%	-0.1%	1%	1%	?	-7%	0%	-12
NC(=O)COC(=O)c1ccc(-c2ccccc2)cc1	12%	2%	-2%	0%	0.5%	1%	-5%	1%	-4%	6%	-1
COc1ccc(N2CC(C(=O)Nc3cc(C)on3)CC2=O)cc1 (stereo unspecified)	0%	7%	-3%	-6%	0.6%	-2%	2%	-16%	3%	-1%	24
Cc1ccc(C)c(-n2ccnc2SCC(=O)O)c1	8%	-3%	6%	39%	0.1%	6%	1%	15%	-13%	-3%	-1
Cc1cc(NCc2ccccn2)n2c(nc3ccccc32)c1C#N	0%	16%	0%	-2%	-0.4%	6%	-2%	-5%	0%	-18%	2
CCOC(=O)c1cnc2c(-c3ccc(Cl)cc3)cnn2c1C	?	1%	-1%	-2%	0.3%	3%	-4%	?	-4%	2%	-2
Cc1ccccc1S(=O)(=O)N1[C@@H](c2ccc(F)cc2)C(C(=O)O)=CC[C@H]1c1ccc(Cl)cc1	11%	11%	-1%	5%	0.0%	5%	1%	9%	-4%	-10%	-4
Oc1nc(Nc2ccc(F)cc2)sc1/C=C1\C=Nc2ccccc21	?	-1%	12%	9%	-0.1%	0%	1%	?	-2%	6%	-24
COc1ccccc1OCC(=O)Nn1c(=S)[nH]c2ncccc2c1=O	?	16%	6%	0%	-0.6%	17%	4%[46.1 µM]	6%	-3%	3%	-5
COc1cc(C2C(C#N)=C(C)NC3=C2C(=O)CC(C)(C)C3)cc(OC)c1O (stereo unspecified)	0%	6%	-6%	4%	-1.5%	0%	-5%	0%	2%	-3%	2
CSc1cccc(NC(=O)c2cccc3cccnc23)c1	?	-4%	-1%	2%	-0.9%	1%	0%	?	-4%	29%	-15
The results go on.
SMILES	BCR signal inh	uPA generation	USP2a block	Eya2 inh	B2AR arrestin	Tb PFK block	TCR act	ELG1 repair inh	TSG101-PTAP inh	Mito fusion yeast	TSHR antagonist
COc1ccc(Oc2ccccc2/C=N/O)cc1	1%	8%	5%	-8%	-0.4%	11%	14%	-29%	-1%	-1%	13
COc1ccc(-c2c(C)oc3c(CN4CCOCC4)c(O)ccc3c2=O)cc1	8%	2%	3%	-6%	6.1%	4%	0%	-2%	-5%	-2%	-9
Cc1ccc2ncc(S(=O)(=O)c3ccccc3)c(N3CCCCC3C)c2c1 (stereo unspecified)	-2%	-15%	2%	-9%	-3.1%	-7%	-3%	6%	-1%	5%	-3
Cc1ccc(C(=O)N/N=C/c2ccc(-c3cccc(Cl)c3)o2)cn1	?	-8%	3%	-12%	-1.0%	1%	0%	?	3%	-6%	-10
CCCN1C(=O)SC(CC(=O)Nc2ccccc2)C1=O (stereo unspecified)	-1%	-1%	2%	-5%	0.5%	0%	0%	15%	-6%	-15%	-10
CSc1ccc(CN(C)Cc2cc(=O)oc3c(C)c(C)ccc23)cc1	1%	-12%	0%	-8%	0.4%	-2%	0%	?	-1%	1%	-13
COc1ccc(CNC(=O)COc2cc3c(c4oc(=O)cc(C)c24)CCC(C)(C)O3)cc1	-14%	4%	1%	-23%	-0.5%	0%	2%	?	0%	4%	-18
COc1ccccc1C(=O)NNC1=C(C(=O)C(F)(F)F)CCC1	?	-9%	2%	-3%	0.7%	0%	nt	-22%	-3%	2%	-2
Cc1nnc(-c2ccc(Cl)cc2)nc1NCCN(C)C	5%	-6%	3%	10%	-0.1%	-1%	-2%	10%	-2%	-2%	2
CN(CC(=O)NC1CCCc2ccccc21)C1CCCCC1 (stereo unspecified)	-1%	4%	-3%	7%	-1.6%	-3%	-4%	11%	-1%	-2%	15
C=CCn1c(NC(=O)c2ccco2)c(S(=O)(=O)c2ccccc2)c2nc3ccccc3nc21	?	nt	0%	-3%	0.7%	3%	nt	0%	nt	6%	11
CC(=O)/C(C#N)=C1\NC(=O)C(Cc2ccc(C)c(C)c2)S1 (stereo unspecified)	15%	-11%	0%	-3%	-0.1%	10%	-1%	?	-16%	10%	-3
O=c1[nH]c2ccccc2c(O)c1-c1ccccc1[N+](=O)[O-]	?	4%	2%	2%	0.3%	0%	-3%	9%	1%	-1%	9
C=CC[C@@H](CC(=O)OC(C)(C)C)C(=O)OC[C@@H]1CCCN1C(=O)[C@@H](CC=C)CC(=O)N[C@@H](CO)Cc1ccccc1	0%	8%	-2%	-33%	-0.2%	-1%	-2%	0%	-2%	nt	-8
CCCC(C)C(=O)OCC(=O)Nc1c(Br)cc(C)cc1Br (stereo unspecified)	0%	6%	-2%	8%	-0.7%	-2%	12%[46.1 µM]	4%	-5%	0%	0
COc1cc(C2C(C#N)=C(N)Oc3cc(N(C)C)ccc32)cc2c1OCO2 (stereo unspecified)	?	-29%	1%	23%	-0.1%	0%	-10%	11%	7%	-21%	0
Nn1c(SCC(=O)NCCc2ccc(S(N)(=O)=O)cc2)nnc1C1CCCCC1	0%	2%	5%	-27%	-0.7%	6%	5%	16%	0%	nt	-8
CC1(C)CC(=O)C=C(Nc2ccc(C(=O)O)cc2)C1	?	-4%	2%	-1%	0.4%	-1%	10%[46.1 µM]	12%	-1%	0%	-8

Source: PubChem
